Source: PubChem BioAssay (several laboratories)
SR-BI DiI inh = blocks mouse SR-BI lipid uptake from DiI-HDL; 320,000 compounds, 0.96% hits; ldlA[mSR-BI] CHO cells, DiI-HDL uptake fluorescence, 3 h; AID 488896; Q61009; inhibition, % at 12.5 µM;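 active = mean replicate inhibition of at least 70% and a set share of replicates each scoring 70 or more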;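 also: 0% = median of neutral control wells and 100% = median of positive control wells; values of inactives mirror those of a sister screen read the other way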
C-LANA FP = blocks KSHV LANA C-terminal domain binding to DNA | 340,000 compounds, 0.078% hits | AID 504423 | inhibition, % at 9 µM | MBP-C-LANA/FAM-LBS DNA binding, fluorescence polarization;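 active = highest replicate inhibition at or above 60% at 9 µM, even if other replicates fall short; inactive = all replicates below 60% inhibition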;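 also: 0% = neutral control wells and 100% = 4 µM acridine orange control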
RTF Ca sens inh = cardiac RTF calcium desensitization; P19429+P45379; IANBD-labeled cardiac RTF, Ca2+ fluorescence; inhibition, % at 7.15 µM; 340,000 compounds, 0.12% hits;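 active = inhibition above the mean inhibition of all tested compounds plus 3 SD, cut at about 17% in these data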;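 also: assay run at fixed EC70 calcium of 1.6 mM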
NSD2 inh = blocks human histone methyltransferase NSD2 | O96028 | inhibition, % at 12.5 µM | 310,000 compounds, 0.54% hits | AID 743445 | NSD2 peptide methylation, AlphaScreen, 120 min; in the data active = inhibition above about 50%
DAGLB inh = blocks human DAGLB lipase activity. Q8NCG7. 340,000 compounds, 0.059% hits. HEK293T DAGLB membrane lysate, EnzChek fluorogenic substrate. inhibition, % at 5.17 µM. AID 504411; in the data active = inhibition above about 34%;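 also: 0% = enzyme with vehicle and 100% = wells lacking enzyme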
Keap1-Nrf2 PPI = inhibitors of human Keap1-Nrf2 protein-protein interaction; Keap1 Kelch-Nrf2 peptide fluorescence polarization, 1536-well; 340,000 compounds, 0.15% hits; AID 504523; inhibition, % at 9.4 µM; in the data active = inhibition above about 12%;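 also: human Keap1 Kelch domain with fluorescein labeled Nrf2 9mer peptide probe; 0% = neutral control wells and 100% = peptide positive control; higher means more block of Keap1 binding to Nrf2 peptide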
Target sequence (Q14145 whole entry, looked up, the tested form may be a part): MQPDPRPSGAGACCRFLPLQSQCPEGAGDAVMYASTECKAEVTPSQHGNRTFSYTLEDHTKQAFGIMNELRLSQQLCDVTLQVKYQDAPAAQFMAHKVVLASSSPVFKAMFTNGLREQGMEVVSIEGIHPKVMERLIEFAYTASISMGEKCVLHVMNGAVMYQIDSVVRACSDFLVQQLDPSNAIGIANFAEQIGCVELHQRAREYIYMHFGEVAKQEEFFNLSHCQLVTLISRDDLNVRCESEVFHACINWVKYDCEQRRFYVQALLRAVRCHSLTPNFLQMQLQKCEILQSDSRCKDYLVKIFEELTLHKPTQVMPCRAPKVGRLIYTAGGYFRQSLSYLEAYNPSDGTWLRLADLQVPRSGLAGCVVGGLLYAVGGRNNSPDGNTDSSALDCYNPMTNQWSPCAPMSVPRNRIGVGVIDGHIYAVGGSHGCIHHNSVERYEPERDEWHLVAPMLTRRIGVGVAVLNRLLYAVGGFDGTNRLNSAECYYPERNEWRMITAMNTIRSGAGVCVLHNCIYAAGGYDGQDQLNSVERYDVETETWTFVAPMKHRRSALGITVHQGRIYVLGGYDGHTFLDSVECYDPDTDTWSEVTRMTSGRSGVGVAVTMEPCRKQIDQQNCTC
Arr AP2 block = blocks beta-arrestin peptide binding to AP2 adaptin | FITC-arrestin peptide / GST-AP2 beads, flow cytometry; AP2 beta2 appendage carries R879A mutation | inhibition, % at 10 µM | 340,000 compounds, 0.31% hits;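 active = inhibition above a set limit, near 3 SD of compounds lacking own fluorescence, cut at about 54% in these data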;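 also: plate controls were DMSO wells for no effect and 5 µM unlabelled arrestin peptide for full effect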
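Material – AP2 appendage R879A on GSH beads · Buffer or medium – PBS with 0.05% Tween 20 and 0.1% BSA · Probe or stimulus – fluorescein-tagged arrestin peptide at 50 nM final · Incubation – compound with beads 12 min RT, then probe 1 h RT · Detection – high-throughput flow cytometry of beads, ex 488, em 535 nm · Evaluation – percent response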
PKA-R2B activ = activates the human PKA-R2B holoenzyme complex; 340,000 compounds, 0.079% hits; AID 504700; activation, % at 11.4 µM; P22694+P31323; PKA-R2B holoenzyme dissociation, Cy5-IP20 fluorescence polarization; R2B truncated from residue 108, S112A mutant; 0% DMSO only, 100% 113 µM cGMP;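 active = activation above a cutoff set at the mean over all compounds plus 3 SD, cut at about 18% in these data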;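 also: higher means more holoenzyme dissociation and a rise in polarization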
Target sequence (P31323 whole entry, looked up, other chains not shown, the tested form may be a part): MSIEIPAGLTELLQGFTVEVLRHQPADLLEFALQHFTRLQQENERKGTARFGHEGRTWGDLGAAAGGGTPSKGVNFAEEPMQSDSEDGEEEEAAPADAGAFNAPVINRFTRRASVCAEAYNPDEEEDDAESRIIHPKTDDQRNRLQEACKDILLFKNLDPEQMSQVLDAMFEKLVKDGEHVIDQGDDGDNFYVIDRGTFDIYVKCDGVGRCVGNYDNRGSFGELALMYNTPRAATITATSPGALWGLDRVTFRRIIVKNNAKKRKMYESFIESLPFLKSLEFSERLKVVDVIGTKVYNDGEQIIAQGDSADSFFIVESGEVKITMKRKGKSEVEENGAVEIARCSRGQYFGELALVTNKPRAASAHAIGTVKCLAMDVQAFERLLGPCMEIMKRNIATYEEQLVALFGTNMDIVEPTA
SR-BI DiI-HDL act = enhances SR-BI lipid uptake from DiI-HDL | AID 504775 | CHO ldlA[mSR-BI] cells, DiI-HDL uptake fluorescence, 3 h; 100 = double the neutral-control signal | activation, % at 12.5 µM | 320,000 compounds, 0.096% hits;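 active = mean replicate activation of at least 60% and every replicate at or above 60%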;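 also: 0% = median plate neutral-control signal and 100% = twice that signal; values of inactives mirror those of a sister screen read the other way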
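System: CHO ldlA[mSR-BI] cells / Medium: HEPES-buffered (25 mM, pH 7.4) F12 plus 0.5% BSA / Probe or stimulus: labelled HDL, 10 µg/mL / Doses: single compound concentration, delivered by pin transfer / Schedule: 3 h, 37 °C / Measured by: DiI fluorescence, bottom read / Measure: cell-associated DiI fluorescence as measure of HDL uptake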
PvdQ acylase = P. aeruginosa PvdQ acylase inhibition; purified PvdQ acylase, fluorescence plate reader; inhibition, % at 10 µM; 340,000 compounds, 0.063% hits; AID 488965; in the data active = inhibition above about 30%, passing the limit was not always enough;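 also: 0% = vehicle neutral wells and 100% = reference inhibitor wells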
* marks the source's active call; other numbers are inactive results.

O=C(Nc1ccc(S(=O)(=O)N2CCCCC2)cc1)C1CC1 was read as C-LANA FP -1.2, RTF Ca sens inh -3, NSD2 inh -2, DAGLB inh -3, Keap1-Nrf2 PPI -1, Arr AP2 block -1, PKA-R2B activ -3 and PvdQ acylase 3.
Screening COc1ccc(C(c2nnnn2C2CCCC2)N2CCC(C)CC2)cc1 (configuration not stated) returned SR-BI DiI inh 33, C-LANA FP -0.5, RTF Ca sens inh 1, DAGLB inh -5, Keap1-Nrf2 PPI -5, Arr AP2 block 14, PKA-R2B activ -1, SR-BI DiI-HDL act -33 and PvdQ acylase -3.
For CCCCn1c(CN(C)Cc2ccccc2)nc2c1c(=O)n(C)c(=O)n2C the results were SR-BI DiI inh 1, C-LANA FP -0.2, RTF Ca sens inh -2, NSD2 inh -2, DAGLB inh -5, Keap1-Nrf2 PPI -1, Arr AP2 block -6, PKA-R2B activ -4, SR-BI DiI-HDL act -1 and PvdQ acylase -15.
Screening COc1ccc(CC(=O)O/N=C(\N)Cc2ccc([N+](=O)[O-])cc2)cc1 returned SR-BI DiI inh -15, C-LANA FP -1.5, RTF Ca sens inh -2, NSD2 inh -1, DAGLB inh -5, Keap1-Nrf2 PPI -6, Arr AP2 block 1, PKA-R2B activ 8, SR-BI DiI-HDL act 15 and PvdQ acylase -3.
`CCCCc1cc(=O)oc2c(C)c(OCc3nn[nH]n3)ccc12` gave SR-BI DiI inh -5, C-LANA FP 0.1, RTF Ca sens inh 4, NSD2 inh 1, DAGLB inh 5, Keap1-Nrf2 PPI -3, Arr AP2 block 13, PKA-R2B activ 3, SR-BI DiI-HDL act 5 and PvdQ acylase 5.
`Fc1ccc(CN2CCCCCCC2)c(F)c1` gave SR-BI DiI inh 3, C-LANA FP -1.1, RTF Ca sens inh 3, NSD2 inh 1, DAGLB inh -1, Keap1-Nrf2 PPI 0, Arr AP2 block -3, PKA-R2B activ 1, SR-BI DiI-HDL act -3 and PvdQ acylase -2.
For O=C(O)CCCCCNC(=O)/C(=C\c1ccco1)NC(=O)c1ccco1 the results were SR-BI DiI inh -25, C-LANA FP -2.6, RTF Ca sens inh 4, NSD2 inh -4, DAGLB inh 0, Keap1-Nrf2 PPI -2, Arr AP2 block -5, PKA-R2B activ -7, SR-BI DiI-HDL act 25 and PvdQ acylase -14.
`O=C(COC(=O)C1CCC(=O)N1)Nc1cc(Cl)ccc1Cl` (configuration not stated) gave SR-BI DiI inh 5, C-LANA FP 0.9, RTF Ca sens inh -1, NSD2 inh -2, DAGLB inh -1, Keap1-Nrf2 PPI 1, Arr AP2 block -5, PKA-R2B activ 11, SR-BI DiI-HDL act -5 and PvdQ acylase -8.
For O=c1cc(-c2ccccc2)n(S(=O)(=O)c2ccc3ccccc3c2)o1 the results were SR-BI DiI inh -3, C-LANA FP 5.1, RTF Ca sens inh -17, NSD2 inh 13, DAGLB inh 2, Keap1-Nrf2 PPI 3, Arr AP2 block -2, PKA-R2B activ -6, SR-BI DiI-HDL act 3 and PvdQ acylase -2.
`COc1ccc(NC(=O)c2cc3ccc(O)cc3o/c2=N\O)cc1` gave SR-BI DiI inh 41, C-LANA FP -1.0, RTF Ca sens inh 4, NSD2 inh 1, DAGLB inh -3, Keap1-Nrf2 PPI -6, Arr AP2 block 46, PKA-R2B activ 1, SR-BI DiI-HDL act -41 and PvdQ acylase -22.
Screening CCOC(=O)Cn1nc(/C=C/c2ccc(C)cc2)ccc1=O returned SR-BI DiI inh 9, C-LANA FP 0.4, RTF Ca sens inh 1, NSD2 inh -1, DAGLB inh -4, Keap1-Nrf2 PPI -2, Arr AP2 block 13, PKA-R2B activ 0, SR-BI DiI-HDL act -9 and PvdQ acylase 4.
For O=C(NCC1COc2ccccc2O1)C1CCCN(S(=O)(=O)c2cnc[nH]2)C1 (configuration not stated) the results were SR-BI DiI inh -28, C-LANA FP 1.0, RTF Ca sens inh -2, DAGLB inh 1, Keap1-Nrf2 PPI -1, Arr AP2 block -2, PKA-R2B activ -15, SR-BI DiI-HDL act 28 and PvdQ acylase -20.

Taken from above for reference:
O=C(Nc1ccc(S(=O)(=O)N2CCCCC2)cc1)C1CC1 was read as C-LANA FP -1.2, RTF Ca sens inh -3, NSD2 inh -2, DAGLB inh -3, Keap1-Nrf2 PPI -1, Arr AP2 block -1, PKA-R2B activ -3 and PvdQ acylase 3.
Screening COc1ccc(C(c2nnnn2C2CCCC2)N2CCC(C)CC2)cc1 (configuration not stated) returned SR-BI DiI inh 33, C-LANA FP -0.5, RTF Ca sens inh 1, DAGLB inh -5, Keap1-Nrf2 PPI -5, Arr AP2 block 14, PKA-R2B activ -1, SR-BI DiI-HDL act -33 and PvdQ acylase -3.

Remaining list, next part:
CC1CCCCN1C(=O)CN1C(=O)NC2(CCCCC2C)C1=O (configuration not stated) was read as SR-BI DiI inh -32, C-LANA FP 1.0, RTF Ca sens inh -5, NSD2 inh -1, DAGLB inh 1, Keap1-Nrf2 PPI 3, Arr AP2 block -3, PKA-R2B activ 5, SR-BI DiI-HDL act 32 and PvdQ acylase -10.
`Cc1cc(C(=O)NNC(=S)NC(C)c2ccccc2)cs1` (configuration not stated) gave SR-BI DiI inh -22, C-LANA FP -1.0, RTF Ca sens inh -1, NSD2 inh 0, DAGLB inh 2, Keap1-Nrf2 PPI -6, Arr AP2 block -16, PKA-R2B activ 7, SR-BI DiI-HDL act 22 and PvdQ acylase -7.
Screening COc1ccccc1CNCc1ccc(OC)c(OC)c1OC returned SR-BI DiI inh -16, C-LANA FP 0.2, RTF Ca sens inh 3, NSD2 inh -7, DAGLB inh -2, Keap1-Nrf2 PPI 0, Arr AP2 block 27, PKA-R2B activ -3, SR-BI DiI-HDL act 16 and PvdQ acylase 5.
O=C(Nc1ccccc1F)n1ncc2cc(Cl)ccc21 was read as SR-BI DiI inh -12, C-LANA FP -1.5, RTF Ca sens inh -1, NSD2 inh -2, DAGLB inh -1, Keap1-Nrf2 PPI 0, Arr AP2 block 62*, PKA-R2B activ 1, SR-BI DiI-HDL act 12 and PvdQ acylase 5.
`CC(=O)Nc1ccc(NS(=O)(=O)c2cccc3nonc23)cc1` gave SR-BI DiI inh -8, C-LANA FP -1.2, RTF Ca sens inh 5, NSD2 inh -2, DAGLB inh -1, Keap1-Nrf2 PPI -3, Arr AP2 block 10, PKA-R2B activ 10, SR-BI DiI-HDL act 8 and PvdQ acylase -14.
`CCc1ccc(OCC(=O)Nc2ncn[nH]2)cc1` gave SR-BI DiI inh -26, C-LANA FP 0.9, RTF Ca sens inh -3, DAGLB inh -4, Keap1-Nrf2 PPI -3, Arr AP2 block -4, PKA-R2B activ -3, SR-BI DiI-HDL act 26 and PvdQ acylase -12.
Screening O=c1[nH]c(SCc2cccc(F)c2)nc2ccccc12 returned SR-BI DiI inh -2, C-LANA FP -0.7, RTF Ca sens inh -5, NSD2 inh 0, DAGLB inh 1, Keap1-Nrf2 PPI -6, Arr AP2 block 11, PKA-R2B activ -5, SR-BI DiI-HDL act 2 and PvdQ acylase -8.
Cc1ccccc1NC(=O)COc1ccc2oc(=O)cc(C)c2c1 was read as SR-BI DiI inh 50, C-LANA FP 0.6, RTF Ca sens inh -10, NSD2 inh -1, DAGLB inh -2, Keap1-Nrf2 PPI 1, Arr AP2 block -2, PKA-R2B activ -1, SR-BI DiI-HDL act -50 and PvdQ acylase 0.
Screening O=C(CSc1c2c(nc3cc(Cl)ccc13)CCCC2)NCCN1CCOCC1 returned SR-BI DiI inh 19, C-LANA FP 0.3, RTF Ca sens inh -12, NSD2 inh 0, DAGLB inh -4, Keap1-Nrf2 PPI -112, Arr AP2 block 1, PKA-R2B activ 2, SR-BI DiI-HDL act -19 and PvdQ acylase -13.
COc1ccc([N+](=O)[O-])cc1NC(=O)C(C)N1CCCC1 (configuration not stated) was read as C-LANA FP -0.3, RTF Ca sens inh -11, NSD2 inh 0, DAGLB inh 0, Keap1-Nrf2 PPI 0, Arr AP2 block 18, PKA-R2B activ 10 and PvdQ acylase -5.
NC(=O)C1CCCN(C(=S)Nc2ccccc2)C1 (configuration not stated) was read as SR-BI DiI inh -23, C-LANA FP 0.9, RTF Ca sens inh -9, NSD2 inh -3, DAGLB inh 1, Keap1-Nrf2 PPI 6, Arr AP2 block 20, PKA-R2B activ 11, SR-BI DiI-HDL act 23 and PvdQ acylase -8.
`CCc1cc2c(=O)n(CC(=O)NC3CCCCC3)cnc2s1` gave SR-BI DiI inh -1, C-LANA FP -0.2, RTF Ca sens inh -2, NSD2 inh -3, DAGLB inh 0, Keap1-Nrf2 PPI 4, Arr AP2 block 47, PKA-R2B activ 19*, SR-BI DiI-HDL act 1 and PvdQ acylase -4.
NC(=O)c1ccc2nc(-c3ccccc3)c(-c3ccccc3)nc2c1 was read as SR-BI DiI inh 9, C-LANA FP -1.4, RTF Ca sens inh 4, NSD2 inh -6, DAGLB inh -2, Keap1-Nrf2 PPI -5, Arr AP2 block 29, PKA-R2B activ -9, SR-BI DiI-HDL act -9 and PvdQ acylase 10.
Screening Cc1ccc(N=Cc2ccc(O)cc2O)cc1F returned SR-BI DiI inh 14, C-LANA FP 0.8, RTF Ca sens inh -10, DAGLB inh 2, Keap1-Nrf2 PPI 4, Arr AP2 block 8, PKA-R2B activ 3, SR-BI DiI-HDL act -14 and PvdQ acylase -8.
`COC(c1ccccc1)c1nnc(CCC(=O)N(C)C(C2CC2)C2CC2)o1` (configuration not stated) gave SR-BI DiI inh -21, C-LANA FP 1.8, RTF Ca sens inh -5, NSD2 inh -1, DAGLB inh -1, Keap1-Nrf2 PPI 0, Arr AP2 block 4, PKA-R2B activ -3, SR-BI DiI-HDL act 21 and PvdQ acylase -17.
Screening COc1cccc(-c2nnc(SCC(=O)NC3CCS(=O)(=O)C3)n2C)c1 (configuration not stated) returned SR-BI DiI inh 0, C-LANA FP 1.3, RTF Ca sens inh -8, NSD2 inh -5, DAGLB inh -3, Keap1-Nrf2 PPI -4, Arr AP2 block 3, PKA-R2B activ -4, SR-BI DiI-HDL act 0 and PvdQ acylase -12.
